Bioassay records deposited in PubChem BioAssay by several laboratories.
KCNQ1 block = inhibitors of human KCNQ1 potassium channel; 310,000 compounds, 1.3% hits; B-score at 10 µM; CHO-K1 KCNQ1, FluxOR thallium flux fluorescence; active compounds read high;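 active = compounds whose thallium flux B-score, printed positive for inhibition, exceeds three library SD while starting fluorescence stays within three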;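 also: channel opened by potassium depolarization with thallium stimulus after 20 min compound exposure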
Target sequence (P51787 whole entry, looked up): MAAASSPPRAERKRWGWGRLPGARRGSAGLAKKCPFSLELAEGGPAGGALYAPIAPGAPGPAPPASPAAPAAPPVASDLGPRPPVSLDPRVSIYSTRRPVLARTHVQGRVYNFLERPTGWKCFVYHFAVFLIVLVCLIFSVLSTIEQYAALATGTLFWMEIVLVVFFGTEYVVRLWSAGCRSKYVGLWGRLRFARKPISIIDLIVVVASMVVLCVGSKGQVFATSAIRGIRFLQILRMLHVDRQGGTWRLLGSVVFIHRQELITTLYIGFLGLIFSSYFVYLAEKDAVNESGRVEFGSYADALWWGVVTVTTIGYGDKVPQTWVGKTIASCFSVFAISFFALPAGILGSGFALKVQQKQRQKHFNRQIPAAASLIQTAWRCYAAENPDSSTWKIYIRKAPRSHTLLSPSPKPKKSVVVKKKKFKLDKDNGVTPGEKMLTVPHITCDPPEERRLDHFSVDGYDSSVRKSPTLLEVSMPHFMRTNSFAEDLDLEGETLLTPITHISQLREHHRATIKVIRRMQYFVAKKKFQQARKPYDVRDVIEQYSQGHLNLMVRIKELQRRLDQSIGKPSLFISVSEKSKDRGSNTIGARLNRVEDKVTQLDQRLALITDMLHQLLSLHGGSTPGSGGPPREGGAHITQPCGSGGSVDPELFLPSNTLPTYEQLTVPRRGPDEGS
TRPC4 potent = allosteric potentiators of mouse TRPC4 channel | Q9QUQ5 | HEK293 TRPC4beta/mu-opioid, DAMGO EC20, Fluo-4 Ca2+ flux; active compounds read high | 310,000 compounds, 0.42% hits | B-score at 10 µM;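 active = B-score of calcium response area above 5 SD of library B-scores, with initial fluorescence ratio within 5 SD of library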;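 also: B-score of integrated fluorescence ratio over time as area under calcium response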
KCNQ1 pot = potentiates or activates the human KCNQ1 potassium channel | 310,000 compounds, 0.35% hits | P51787 | B-score at 10 µM | CHO-K1 KCNQ1, thallium flux FluxOR fluorescence; active compounds read high;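 active = fluorescence ratio B-score, a plate-corrected score, at least three library SD, with initial intensity B-score within 5 SD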
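Test system: CHO-K1 cells stably expressing KCNQ1 / Medium: assay buffer / Also added: depolarizing K+/Tl+ stimulus, K2SO4 and Tl2SO4 each 12.5 mM in 5x stock / Incubation: 90 min dye loading and 20 min compound exposure, both at room temperature / Signal: thallium influx via FluxOR fluorescence, kinetic imaging / Evaluation: B score of baseline-normalized fluorescence ratio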
TRPC4 block = TRPC4 (mouse) channel inhibition. 300,000 compounds, 0.39% hits. HEK293 TRPC4beta/mu-opioid, DAMGO-evoked Fluo4 calcium flux; active compounds read low. Q9QUQ5. B-score at 10 µM. AID 2247;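 active = B-score over 3 SD under the library average, no early fluorescence shift, positive overall ratio signal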
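Assay system: TRPC4beta/mu-opioid receptor HEK293 cell line; compound dosing: single concentration per test compound; detection: Fluo4 Ca2+ flux fluorescence; evaluation: per-well B score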
PolyA inh = inhibitors of polyadenylation in S. cerevisiae; 300,000 compounds, 0.02% hits; calls only at 12 µM; S. cerevisiae SKY197-pL101 polyadenylation reporter, beta-gal luminescence; efflux-impaired pdr1/pdr3 knockout yeast; score 100 = 6 SD above DMSO;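 active = lowest replicate activity score at least 50, where 100 means six control SD above control mean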;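 also: yeast exposed to compound for 9 h at 30 °C; higher score means more reporter readthrough which indicates perturbed polyadenylation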
hERG protect = compounds protecting human hERG from proarrhythmic drug block; activation (rescue from dofetilide block), less the hit threshold, % at 10 µM; CHO-hERG, FluxOR thallium flux, dofetilide IC70 present; Q12809; 310,000 compounds, 0.51% hits;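 active = activation above the mean of controls blocked by dofetilide plus 5 SD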;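 also: thallium influx through hERG after potassium depolarization seen as dye fluorescence rise; in these data hits start at about 4.7%; inactives centre near -7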
KCNK9 inh = blocks the human KCNK9 two-pore domain potassium channel. HEK293 KCNK9, FluxOR thallium flux fluorescence; active compounds read low. B-score at 10 µM. 310,000 compounds, 1.2% hits;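 active = ratio B-score over 3 SD below the library mean, with starting fluorescence within 5 SD of its mean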;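 also: negative B-score means less thallium flux so channel inhibition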
Target sequence (Q9NPC2 whole entry, looked up, the tested form may be a part): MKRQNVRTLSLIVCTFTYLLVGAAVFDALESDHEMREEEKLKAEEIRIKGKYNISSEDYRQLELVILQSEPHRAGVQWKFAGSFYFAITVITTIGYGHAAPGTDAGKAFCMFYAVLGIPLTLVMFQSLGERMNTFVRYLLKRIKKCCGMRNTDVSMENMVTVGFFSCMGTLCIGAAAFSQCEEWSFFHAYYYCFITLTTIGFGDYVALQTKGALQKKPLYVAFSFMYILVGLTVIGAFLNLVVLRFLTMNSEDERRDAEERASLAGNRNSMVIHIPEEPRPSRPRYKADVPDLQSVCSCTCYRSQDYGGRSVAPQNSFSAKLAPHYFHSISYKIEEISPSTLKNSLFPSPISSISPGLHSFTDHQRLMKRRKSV
TRPC4 agonist = activators of mouse TRPC4 channel. 310,000 compounds, 0.49% hits. Q9QUQ5. HEK293 TRPC4beta/mu-opioid, Fluo4 calcium fluorescence; active compounds read high. B-score at 10 µM;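 active = B-score above 5 SD of library B-scores, and initial fluorescence ratio not above library mean plus 5 SD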;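 also: positive B-score marks a calcium rise read as TRPC4 activation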
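Assay system: HEK293 stable line with TRPC4beta plus mu-opioid receptor. Times: dye 45 min RT, read 110 s. Measured by: kinetic Fluo4 calcium fluorescence. Measure: B score of integrated ratio. Controls: assay buffer as low control, maximal DAMGO as high control.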
Platelet DG rel = platelet dense granule release activity; inhibition, %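 (compounds screened at 7.5 µM in platelet-rich plasma)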; 300,000 compounds, 0.22% hits; human platelet-rich plasma, SFLLRN dense granule ATP release, luminescence;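 active = mean replicate score, as percent of positive control, at or above 50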
Dyrk1A ADPGlo = inhibitors of rat Dyrk1A kinase | Q63470 | ADP-Glo luminescence, NFATc1 peptide | inhibition, % at 12.5 µM | 310,000 compounds, 0.43% hits; in the data active = inhibition above about 50%;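 also: plate controls were vehicle with enzyme for no effect and no enzyme for full effect; many of its hits are not listed in these tables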
KCNK3 inh = human KCNK3 channel inhibition, primary screen | CHO-KCNK3 thallium flux, FluxOR fluorescence; active compounds read low | AID 602410 | B-score at 10 µM | 340,000 compounds, 0.84% hits;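 active = B-score under library mean minus 4 SD, starting fluorescence ratio at most library mean plus 5 SD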;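 also: more negative B-score means stronger inhibition of thallium flux through KCNK3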
Numbers without * were called inactive.

What do the screens show for `C#CCN1C(=O)C(O)(CC(=O)c2ccc3c(c2)OCCO3)c2ccccc21` (configuration not stated)?
KCNQ1 block: inactive; TRPC4 potent: inactive; KCNQ1 pot: inactive; TRPC4 block: inactive; PolyA inh: inactive; hERG protect: -2; KCNK9 inh: inactive; TRPC4 agonist: inactive; Platelet DG rel: -5; Dyrk1A ADPGlo: 9; KCNK3 inh: inactive

Results for CC(C)C(=O)Nc1nnc(S(=O)(=O)N2CCCCCC2)s1 ?
KCNQ1 block: inactive; TRPC4 potent: inactive; KCNQ1 pot: inactive; TRPC4 block: inactive; PolyA inh: inactive; hERG protect: -4; KCNK9 inh: inactive; TRPC4 agonist: inactive; Platelet DG rel: -6; Dyrk1A ADPGlo: -1; KCNK3 inh: inactive

What do the screens show for `OCC(O)/C=N/Nc1nc(Nc2ccccc2)nc(Nc2ccccc2)n1` (configuration not stated)?
KCNQ1 block: inactive; TRPC4 potent: inactive; KCNQ1 pot: inactive; TRPC4 block: inactive; PolyA inh: inactive; hERG protect: -8; KCNK9 inh: inactive; TRPC4 agonist: inactive; Platelet DG rel: -13; Dyrk1A ADPGlo: 10; KCNK3 inh: inactive

Results for O=C(N1CCN(c2ccccc2)CC1)C(F)(F)C(F)F ?
KCNQ1 block: inactive; TRPC4 potent: inactive; KCNQ1 pot: inactive; TRPC4 block: inactive; PolyA inh: inactive; hERG protect: -10; KCNK9 inh: inactive; TRPC4 agonist: inactive; Platelet DG rel: -4; Dyrk1A ADPGlo: 3; KCNK3 inh: inactive

How did Cc1ccccc1NC(=O)COc1cccc2c1CCNC2=O do in these assays?
KCNQ1 block: inactive; TRPC4 potent: inactive; KCNQ1 pot: inactive; TRPC4 block: inactive; PolyA inh: inactive; hERG protect: -13; KCNK9 inh: inactive; TRPC4 agonist: inactive; Platelet DG rel: 1; Dyrk1A ADPGlo: 2; KCNK3 inh: inactive

How did COC(=O)c1sc(N)c(C(=O)OC)c1CSc1nc2sc3c(c2c(=O)n1C)CCC3 do in these assays?
KCNQ1 block: inactive; TRPC4 potent: inactive; KCNQ1 pot: inactive; TRPC4 block: inactive; PolyA inh: inactive; hERG protect: -3; KCNK9 inh: inactive; TRPC4 agonist: inactive; Platelet DG rel: 17; Dyrk1A ADPGlo: 7; KCNK3 inh: inactive

What do the screens show for `CC(C)n1c(SCc2ccccc2F)nc2c1c(=O)n(C)c(=O)n2C`?
KCNQ1 block: inactive; TRPC4 potent: inactive; KCNQ1 pot: inactive; TRPC4 block: inactive; PolyA inh: inactive; hERG protect: -15; KCNK9 inh: inactive; TRPC4 agonist: inactive; Platelet DG rel: -4; Dyrk1A ADPGlo: -5; KCNK3 inh: inactive

Results for COc1cc(C2C(C#N)=C(SC)NC3=C2C(=O)CCC3)ccc1O (configuration not stated) ?
KCNQ1 block: inactive; TRPC4 potent: inactive; KCNQ1 pot: inactive; TRPC4 block: inactive; PolyA inh: inactive; hERG protect: -6; KCNK9 inh: inactive; TRPC4 agonist: inactive; Platelet DG rel: 2; Dyrk1A ADPGlo: 0; KCNK3 inh: inactive

What do the screens show for `COCCCn1c(=O)c2ccccc2n(Cc2ccccc2C)c1=O`?
KCNQ1 block: inactive; TRPC4 potent: inactive; KCNQ1 pot: inactive; TRPC4 block: inactive; PolyA inh: inactive; hERG protect: -6; KCNK9 inh: inactive; TRPC4 agonist: inactive; Platelet DG rel: 1; Dyrk1A ADPGlo: -3; KCNK3 inh: inactive

How did CCCCc1nnc(NC(=O)C2CCN(c3ncnc4sc(C)c(C)c34)CC2)s1 do in these assays?
KCNQ1 block: inactive; TRPC4 potent: 93*; KCNQ1 pot: inactive; TRPC4 block: inactive; PolyA inh: inactive; hERG protect: -15; KCNK9 inh: inactive; TRPC4 agonist: inactive; Platelet DG rel: 20; Dyrk1A ADPGlo: 2; KCNK3 inh: inactive

What do the screens show for `Cc1cc(SCC(=O)OCC(=O)NC(C)c2ccccc2)c(C)cc1Br` (configuration not stated)?
KCNQ1 block: inactive; TRPC4 potent: inactive; KCNQ1 pot: inactive; TRPC4 block: inactive; PolyA inh: inactive; hERG protect: -10; KCNK9 inh: inactive; TRPC4 agonist: inactive; Platelet DG rel: 21; Dyrk1A ADPGlo: -1; KCNK3 inh: inactive

Results for O=C(NCCN1CCOCC1)c1ccc2c(c1)ncn2C1CCCC1 ?
KCNQ1 block: inactive; TRPC4 potent: inactive; KCNQ1 pot: inactive; TRPC4 block: inactive; PolyA inh: inactive; hERG protect: -11; KCNK9 inh: inactive; TRPC4 agonist: inactive; Platelet DG rel: 3; Dyrk1A ADPGlo: 5; KCNK3 inh: inactive

How did Cc1ccc(O)c(NC(=O)c2cc([N+](=O)[O-])ccc2Cl)c1 do in these assays?
KCNQ1 block: inactive; TRPC4 potent: inactive; KCNQ1 pot: inactive; TRPC4 block: inactive; PolyA inh: inactive; hERG protect: -22; KCNK9 inh: inactive; TRPC4 agonist: inactive; Platelet DG rel: 1; Dyrk1A ADPGlo: 1; KCNK3 inh: inactive

What do the screens show for `O=C(O)C(=O)/C(=C\c1cccc2ccccc12)c1ccc2ccccc2n1`?
KCNQ1 block: inactive; TRPC4 potent: inactive; KCNQ1 pot: inactive; TRPC4 block: inactive; PolyA inh: inactive; hERG protect: -2; KCNK9 inh: inactive; TRPC4 agonist: inactive; Platelet DG rel: -1; Dyrk1A ADPGlo: -1; KCNK3 inh: -9.1*

How did CC(C)(C)NC(=O)C(c1ccccc1)N(C(=O)C1CSC(=O)C1)c1ccccc1 (configuration not stated) do in these assays?
KCNQ1 block: inactive; TRPC4 potent: inactive; KCNQ1 pot: inactive; TRPC4 block: inactive; PolyA inh: inactive; hERG protect: -2; KCNK9 inh: inactive; TRPC4 agonist: inactive; Platelet DG rel: 4; Dyrk1A ADPGlo: -4; KCNK3 inh: inactive

Results for COc1ccccc1NC(=O)Nc1nc(CC(=O)NCc2ccc(F)cc2)cs1 ?
KCNQ1 block: inactive; TRPC4 potent: inactive; KCNQ1 pot: inactive; TRPC4 block: inactive; PolyA inh: inactive; hERG protect: -20; KCNK9 inh: inactive; TRPC4 agonist: inactive; Platelet DG rel: -5; Dyrk1A ADPGlo: 4; KCNK3 inh: inactive

How did COC(=O)C1=CN(Cc2ccc(OC)c(OC)c2)C=C(C(=O)OC)C1c1ccccc1F do in these assays?
KCNQ1 block: inactive; TRPC4 potent: inactive; KCNQ1 pot: inactive; TRPC4 block: inactive; PolyA inh: inactive; hERG protect: -7; KCNK9 inh: inactive; TRPC4 agonist: inactive; Platelet DG rel: 11; Dyrk1A ADPGlo: -2; KCNK3 inh: inactive

Results for Cc1ccc(/C=N/NC(=O)c2csc3c2CCCC3)cc1 ?
KCNQ1 block: inactive; TRPC4 potent: inactive; KCNQ1 pot: inactive; TRPC4 block: inactive; PolyA inh: inactive; hERG protect: -8; KCNK9 inh: inactive; TRPC4 agonist: inactive; Platelet DG rel: -5; Dyrk1A ADPGlo: -11; KCNK3 inh: inactive

What do the screens show for `COc1ccc([N+](=O)[O-])cc1NCc1cccc([N+](=O)[O-])c1`?
KCNQ1 block: inactive; TRPC4 potent: inactive; KCNQ1 pot: inactive; TRPC4 block: inactive; PolyA inh: inactive; hERG protect: -10; KCNK9 inh: inactive; TRPC4 agonist: inactive; Platelet DG rel: 0; Dyrk1A ADPGlo: 3; KCNK3 inh: inactive

Results for Cc1cccc(-c2noc(-c3ccno3)n2)c1 ?
KCNQ1 block: inactive; TRPC4 potent: inactive; KCNQ1 pot: inactive; TRPC4 block: inactive; PolyA inh: inactive; hERG protect: -5; KCNK9 inh: inactive; TRPC4 agonist: inactive; Platelet DG rel: 14; Dyrk1A ADPGlo: 2; KCNK3 inh: inactive

What do the screens show for `Cc1ccc(C(=O)N2CCOCC2)cc1Cl`?
KCNQ1 block: inactive; TRPC4 potent: inactive; KCNQ1 pot: inactive; TRPC4 block: inactive; PolyA inh: inactive; hERG protect: -6; KCNK9 inh: inactive; TRPC4 agonist: inactive; Platelet DG rel: 2; Dyrk1A ADPGlo: -3; KCNK3 inh: inactive

What do the screens show for `COCCCn1c(C(=O)NCCN2CCOCC2)cc2c(=O)n3ccccc3nc21`?
KCNQ1 block: inactive; TRPC4 potent: inactive; KCNQ1 pot: inactive; TRPC4 block: inactive; PolyA inh: inactive; hERG protect: -7; KCNK9 inh: inactive; TRPC4 agonist: inactive; Platelet DG rel: -6; Dyrk1A ADPGlo: -1; KCNK3 inh: inactive

Results for O=C(CN1CCN(c2ccccn2)CC1)Nc1ccccc1Br ?
KCNQ1 block: inactive; TRPC4 potent: inactive; KCNQ1 pot: inactive; TRPC4 block: inactive; PolyA inh: inactive; hERG protect: -3; KCNK9 inh: inactive; TRPC4 agonist: inactive; Platelet DG rel: -1; Dyrk1A ADPGlo: 2; KCNK3 inh: inactive

What do the screens show for `O=[N+]([O-])c1cnc(Nc2ccc(Cl)cn2)c([N+](=O)[O-])c1`?
KCNQ1 block: inactive; TRPC4 potent: inactive; KCNQ1 pot: inactive; TRPC4 block: inactive; PolyA inh: inactive; hERG protect: -3; KCNK9 inh: inactive; TRPC4 agonist: inactive; Platelet DG rel: -3; Dyrk1A ADPGlo: -5; KCNK3 inh: inactive

Results for O=C(COc1ccccc1)Nc1ccccc1F ?
KCNQ1 block: inactive; TRPC4 potent: inactive; KCNQ1 pot: inactive; TRPC4 block: inactive; PolyA inh: inactive; hERG protect: 0; KCNK9 inh: inactive; TRPC4 agonist: inactive; Platelet DG rel: 1; KCNK3 inh: inactive

What do the screens show for `CSc1ccc(OC2CCCCC2NS(=O)(=O)c2ccc(Cl)cc2)cc1` (configuration not stated)?
KCNQ1 block: 6*; TRPC4 potent: inactive; KCNQ1 pot: inactive; TRPC4 block: inactive; PolyA inh: inactive; hERG protect: -8; KCNK9 inh: inactive; TRPC4 agonist: inactive; Platelet DG rel: 3; Dyrk1A ADPGlo: 0; KCNK3 inh: inactive

How did COc1ccc(-c2nnc(SCC(=O)NC(=O)NCc3ccccc3)o2)cc1 do in these assays?
KCNQ1 block: inactive; TRPC4 potent: inactive; KCNQ1 pot: inactive; TRPC4 block: inactive; PolyA inh: inactive; hERG protect: -2; KCNK9 inh: inactive; TRPC4 agonist: inactive; Platelet DG rel: 1; Dyrk1A ADPGlo: 3; KCNK3 inh: inactive

Not all compounds are listed (hit frequency here may not be typical).
